Bioassay records deposited in PubChem by several laboratories.
CAL PDZ FP-1 = inhibitors of human CAL PDZ peptide binding | purified CAL PDZ, TMR-peptide fluorescence polarization, 1 h | inhibition, % at 20 µM | hit rate 0.02% among 330,000 | AID 504414;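 active = highest replicate inhibition of at least 40%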;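 also: plate controls were DMSO neutral control wells for no effect and unlabeled competitor peptide control wells for full effect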
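Material: tagged CAL PDZ domain; buffer or medium: 25 mM sodium phosphate pH 7.4, 150 mM NaCl, TCEP, IgG, Thesit; compound dosing: single point, 20 µM; schedule: 1 h incubation at room temperature before polarization reading; measured by: FP readout, S and P plane fluorescence; read-out basis: percent inhibition from loss of millipolarization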
PKA-R2B activ = activators of human PKA-R2B complex; PKA-R2B holoenzyme dissociation, Cy5-IP20 fluorescence polarization; R2B truncated from residue 108, S112A mutant; 0% DMSO only, 100% 113 µM cGMP; activation, % at 11.4 µM; P22694+P31323; hit rate 0.079% among 340,000;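 active = activation above a cutoff set at the mean over all compounds plus 3 SD, cut at about 18% in these data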;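 also: higher means more holoenzyme dissociation and a rise in polarization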
Target sequence (P31323 whole entry, looked up, other chains not shown, the tested form may be a part): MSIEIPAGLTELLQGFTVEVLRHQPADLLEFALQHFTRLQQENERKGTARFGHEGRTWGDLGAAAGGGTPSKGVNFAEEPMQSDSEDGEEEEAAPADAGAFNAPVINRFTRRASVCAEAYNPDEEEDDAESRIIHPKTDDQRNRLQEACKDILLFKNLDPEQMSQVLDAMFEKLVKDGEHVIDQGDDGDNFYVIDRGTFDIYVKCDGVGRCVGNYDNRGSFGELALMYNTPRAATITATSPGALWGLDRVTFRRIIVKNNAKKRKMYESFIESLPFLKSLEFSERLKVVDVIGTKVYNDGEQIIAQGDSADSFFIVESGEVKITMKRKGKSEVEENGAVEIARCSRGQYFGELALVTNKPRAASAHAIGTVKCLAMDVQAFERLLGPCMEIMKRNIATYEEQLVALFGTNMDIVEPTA
cardiac RTF act = increases calcium sensitivity of human cardiac regulated thin filaments; IANBD-labeled TnC RTF fluorescence at EC20 calcium; 0% EC20 calcium, 100% full calcium; activation, % at 7.2 µM; AID 493008; hit rate 0.24% among 340,000; P19429+P45379;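 active = activation above the mean over all tested compounds plus 3 SD, cut at about 30% in these data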;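 also: rise in fluorescence read as greater calcium sensitivity of cardiac thin filaments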
LANA DNA inh = KSHV C-LANA DNA binding inhibition. MBP-C-LANA/FAM-LBS DNA binding, fluorescence polarization. inhibition, % at 9 µM. hit rate 0.078% among 340,000. AID 504423;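 active = highest replicate inhibition at or above 60% at 9 µM, even if other replicates fall short; inactive = all replicates below 60% inhibition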;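 also: 0% = neutral control wells and 100% = 4 µM acridine orange control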
RTF Ca sens inh = cardiac RTF calcium desensitization | P19429+P45379 | IANBD-labeled cardiac RTF, Ca2+ fluorescence | inhibition, % at 7.15 µM | hit rate 0.12% among 340,000 | AID 493244;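 active = inhibition above the mean inhibition of all tested compounds plus 3 SD, cut at about 17% in these data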;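 also: assay run at fixed EC70 calcium of 1.6 mM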
DAGLB inh = diacylglycerol lipase beta (human) inhibition | HEK293T DAGLB membrane lysate, EnzChek fluorogenic substrate | AID 504411 | hit rate 0.059% among 340,000 | inhibition, % at 5.17 µM | Q8NCG7; in the data active = inhibition above about 34%;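 also: 0% = enzyme with vehicle and 100% = wells lacking enzyme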
Target sequence (Q8NCG7 whole entry, looked up): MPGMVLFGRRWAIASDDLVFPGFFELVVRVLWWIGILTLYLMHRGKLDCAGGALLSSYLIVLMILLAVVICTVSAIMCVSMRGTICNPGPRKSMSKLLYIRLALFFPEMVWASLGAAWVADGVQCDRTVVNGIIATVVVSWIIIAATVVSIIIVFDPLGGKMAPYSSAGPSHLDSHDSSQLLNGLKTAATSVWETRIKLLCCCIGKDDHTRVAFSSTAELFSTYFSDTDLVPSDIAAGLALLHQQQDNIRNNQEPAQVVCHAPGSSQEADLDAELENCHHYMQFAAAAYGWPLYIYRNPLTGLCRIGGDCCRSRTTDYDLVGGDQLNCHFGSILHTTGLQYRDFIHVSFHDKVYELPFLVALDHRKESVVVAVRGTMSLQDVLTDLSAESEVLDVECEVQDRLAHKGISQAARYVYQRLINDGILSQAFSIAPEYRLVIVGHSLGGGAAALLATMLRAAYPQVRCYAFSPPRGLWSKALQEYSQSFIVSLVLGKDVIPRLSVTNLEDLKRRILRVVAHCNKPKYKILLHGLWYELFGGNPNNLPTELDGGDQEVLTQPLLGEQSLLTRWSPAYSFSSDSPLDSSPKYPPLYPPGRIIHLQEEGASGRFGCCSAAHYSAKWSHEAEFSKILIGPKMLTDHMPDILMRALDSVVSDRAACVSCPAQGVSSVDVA
Keap1 Nrf2 FP = Keap1-Nrf2 (human) interaction inhibition; Q14145; Keap1 Kelch-Nrf2 peptide fluorescence polarization, 1536-well; inhibition, % at 9.4 µM; hit rate 0.15% among 340,000; in the data active = inhibition above about 12%; inconclusive = no clear call, values can overlap the other calls; inactive = below about 7.3%;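 also: human Keap1 Kelch domain with fluorescein labeled Nrf2 9mer peptide probe; 0% = neutral control wells and 100% = peptide positive control; higher means more block of Keap1 binding to Nrf2 peptide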
SR-BI uptake up = SR-BI HDL lipid transfer activation; activation, % at 12.5 µM; hit rate 0.096% among 320,000; CHO ldlA[mSR-BI] cells, DiI-HDL uptake fluorescence, 3 h; 100 = double the neutral-control signal;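 active = mean replicate activation of at least 60% and every replicate at or above 60%; inconclusive = mean or all-replicate condition met, but not both; inactive = mean below 60% and not all replicates reaching 60%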;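 also: 0% = median plate neutral-control signal and 100% = twice that signal; values of inactives mirror those of a sister screen read the other way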
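Assay system: LDL receptor-deficient CHO ldlA cells overexpressing murine SR-BI / Medium: BSA-supplemented, HEPES-buffered Ham's F12, pH 7.4 / Probe or stimulus: DiI-labelled HDL at 10 µg/mL final / Timing: compound with DiI-HDL co-incubation, 3 h at 37 °C / Technique: bottom-read cell fluorescence after medium removal, ex 550/em 595 nm / Measure: HDL uptake via cellular fluorescence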
Rtt109 Vps75 = C. albicans Rtt109 histone acetyltransferase inhibition. Q5AAJ8. purified Rtt109/Vps75, ThioGlo CoA-SH fluorescence, 4 h. inhibition, % at 34.9 µM. hit rate 0.16% among 330,000. AID 540336;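 active = inhibition of at least 50% in every replicate; inconclusive = best replicate reaches 50% inhibition but some replicates fall short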
CAL PDZ FP-2 = blocks peptide binding to the human CAL PDZ domain; purified CAL PDZ, TMR-peptide fluorescence polarization, 1 h; inhibition, % at 24.9 µM; hit rate 0.92% among 300,000; AID 602252;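 active = mean inhibition of at least 30% with at least half of replicates also reaching 30%; inconclusive = no clear call, values can overlap the other calls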;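 also: 0% = DMSO neutral control and 100% = excess unlabeled competitor peptide PRC23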
The depositor's hits bear a star.

CNC(=O)/C(C#N)=C/c1cccc(Oc2ccccc2)c1 was read as CAL PDZ FP-1 -1.2, PKA-R2B activ -8, cardiac RTF act 1, LANA DNA inh -25, RTF Ca sens inh -8, DAGLB inh 0, Keap1 Nrf2 FP -7, SR-BI uptake up -6, Rtt109 Vps75 7 and CAL PDZ FP-2 -4.
For CCn1c(=O)c([N+](=O)[O-])c(NCCN(C)C)c2ccccc21 the results were CAL PDZ FP-1 0.1, PKA-R2B activ -11, cardiac RTF act 0, LANA DNA inh 2.2, RTF Ca sens inh -4, DAGLB inh 0, Keap1 Nrf2 FP 4, SR-BI uptake up 18, Rtt109 Vps75 -3 and CAL PDZ FP-2 -4.
Screening O=C(CSc1nc(O)c(C2CCCCC2)c(=O)[nH]1)N1CCOCC1 returned CAL PDZ FP-1 -1.7, PKA-R2B activ 4, cardiac RTF act 12, LANA DNA inh 2.4, RTF Ca sens inh -8, DAGLB inh -1, Keap1 Nrf2 FP -3, SR-BI uptake up 18, Rtt109 Vps75 -6 and CAL PDZ FP-2 -5.
For Cc1ccc(C(=O)NCCC(=O)N2CCC3(CC2)NCCc2[nH]cnc23)cc1 the results were CAL PDZ FP-1 -2.6, PKA-R2B activ -11, cardiac RTF act 9, LANA DNA inh 2.9, RTF Ca sens inh -2, DAGLB inh 2, Keap1 Nrf2 FP -2, SR-BI uptake up 7, Rtt109 Vps75 -3 and CAL PDZ FP-2 -2.
Screening Cn1nc(C(=O)OCC(=O)c2ccc[nH]2)c2ccccc2c1=O returned CAL PDZ FP-1 -2.0, PKA-R2B activ 6, cardiac RTF act 2, LANA DNA inh -1.4, RTF Ca sens inh -16, DAGLB inh 0, Keap1 Nrf2 FP -6, SR-BI uptake up -34, Rtt109 Vps75 6 and CAL PDZ FP-2 -3.
For Cc1cc(C)n(-c2ccc(C(=O)Nc3ccccc3N3CCOCC3)cc2)n1 the results were CAL PDZ FP-1 -6.0, PKA-R2B activ -4, cardiac RTF act 11, LANA DNA inh -0.5, RTF Ca sens inh -4, DAGLB inh 0, Keap1 Nrf2 FP -5, SR-BI uptake up -80 and Rtt109 Vps75 10.
For Cn1c(CCN2CCN(c3ccccn3)CC2)nc2cc(NS(=O)(=O)c3ccccc3)ccc21 the results were CAL PDZ FP-1 -3.6, PKA-R2B activ 6, cardiac RTF act -1, LANA DNA inh 1.7, RTF Ca sens inh 0, DAGLB inh 0, Keap1 Nrf2 FP 3, SR-BI uptake up -29, Rtt109 Vps75 -2 and CAL PDZ FP-2 -1.
Cc1ccc(OCCC(=O)Nc2ccc(S(=O)(=O)N3CCCC3)cc2)cc1 was read as CAL PDZ FP-1 -1.5, PKA-R2B activ -2, cardiac RTF act 0, LANA DNA inh 0.4, RTF Ca sens inh -4, DAGLB inh -9, Keap1 Nrf2 FP -4, SR-BI uptake up -43, Rtt109 Vps75 -2 and CAL PDZ FP-2 0.
O=C(NCc1ccncc1)/C(=C/c1cccc([N+](=O)[O-])c1)NC(=O)c1ccccc1 was read as CAL PDZ FP-1 0.1, PKA-R2B activ 1, cardiac RTF act 5, LANA DNA inh -0.5, RTF Ca sens inh -9, DAGLB inh -4, Keap1 Nrf2 FP -5, SR-BI uptake up 2 and Rtt109 Vps75 -33.
For Cc1cc(C)n(-c2cc(O)c(-n3nc(C)cc3C)cc2O)n1 the results were CAL PDZ FP-1 -0.2, PKA-R2B activ -3, cardiac RTF act 0, LANA DNA inh 0.5, RTF Ca sens inh -2, DAGLB inh 0, Keap1 Nrf2 FP -3, SR-BI uptake up -12, Rtt109 Vps75 -12 and CAL PDZ FP-2 0.
CCOC(=O)c1c(C)[nH]c(C(=O)COC(=O)C2CC2)c1C was read as CAL PDZ FP-1 0.3, PKA-R2B activ 0, cardiac RTF act 0, LANA DNA inh -2.8, RTF Ca sens inh 12, DAGLB inh -1, Keap1 Nrf2 FP 3, SR-BI uptake up -7, Rtt109 Vps75 -7 and CAL PDZ FP-2 -3.
Screening O=C1CCC(C(=O)OCc2c(Cl)cccc2Cl)N1 (stereo not drawn) returned CAL PDZ FP-1 -0.2, PKA-R2B activ -9, cardiac RTF act 5, LANA DNA inh 0.1, RTF Ca sens inh -5, DAGLB inh -1, Keap1 Nrf2 FP -2, SR-BI uptake up 4, Rtt109 Vps75 -4 and CAL PDZ FP-2 -1.
`CCOC(=O)/C(=C\Nc1ccccc1C(F)(F)F)Sc1ncc(C(F)(F)F)cc1Cl` gave PKA-R2B activ 4, cardiac RTF act -5, LANA DNA inh 0.1, RTF Ca sens inh -8, DAGLB inh -1, Keap1 Nrf2 FP -2, SR-BI uptake up 8, Rtt109 Vps75 1 and CAL PDZ FP-2 -5.
CCOC(=O)C1CCN(C(=O)c2ccc(Cl)c(NC3=NC4CS(=O)(=O)CC4S3)c2)CC1 (stereo not drawn) was read as CAL PDZ FP-1 0.6, PKA-R2B activ 8, cardiac RTF act 2, LANA DNA inh 1.5, RTF Ca sens inh -2, DAGLB inh -1, Keap1 Nrf2 FP -3, SR-BI uptake up 4, Rtt109 Vps75 -20 and CAL PDZ FP-2 1.
`CCN(CC)S(=O)(=O)c1ccc(C(=O)OCn2c(SC)nnc(C)c2=O)cc1` gave CAL PDZ FP-1 -0.3, PKA-R2B activ 1, cardiac RTF act -3, LANA DNA inh -0.1, RTF Ca sens inh -3, DAGLB inh -1, Keap1 Nrf2 FP 0, SR-BI uptake up -23, Rtt109 Vps75 1 and CAL PDZ FP-2 -3.
For Cc1cc(C)c2nc(-c3ccccn3)cc(C(=O)NCc3ccco3)c2c1 the results were CAL PDZ FP-1 -0.2, PKA-R2B activ -5, cardiac RTF act -2, LANA DNA inh 2.8, RTF Ca sens inh 1, DAGLB inh 5, Keap1 Nrf2 FP 4, SR-BI uptake up 0 and Rtt109 Vps75 3.
`COc1ccc(/C=C2\SC(=O)N(CC(=O)Nc3ccc(F)cc3)C2=O)cc1O` gave CAL PDZ FP-1 -1.8, PKA-R2B activ -4, cardiac RTF act -3, LANA DNA inh -1.3, RTF Ca sens inh 0, DAGLB inh -2, Keap1 Nrf2 FP -2, SR-BI uptake up -4, Rtt109 Vps75 6 and CAL PDZ FP-2 13.
O=C(O)c1ccccc1C(=O)Nc1cc(C(F)(F)F)ccc1N1CCCC1 was read as CAL PDZ FP-1 0.0, PKA-R2B activ 9, cardiac RTF act 6, LANA DNA inh 0.8, RTF Ca sens inh -10, DAGLB inh -1, Keap1 Nrf2 FP 4, SR-BI uptake up 6, Rtt109 Vps75 -5 and CAL PDZ FP-2 4.
For COc1cc(NC(=O)COC(=O)C2CC2)c(C)cc1[N+](=O)[O-] the results were CAL PDZ FP-1 -0.1, PKA-R2B activ -11, cardiac RTF act -2, LANA DNA inh 0.4, RTF Ca sens inh -2, DAGLB inh 0, Keap1 Nrf2 FP 2, SR-BI uptake up -17, Rtt109 Vps75 -1 and CAL PDZ FP-2 -6.
Cc1ccc(-c2nnn(CC(=O)N(CC(=O)NCC3CCCO3)c3ccccc3)n2)o1 (stereo not drawn) was read as CAL PDZ FP-1 0.1, PKA-R2B activ -8, cardiac RTF act -6, LANA DNA inh 1.0, RTF Ca sens inh 0, DAGLB inh -1, Keap1 Nrf2 FP 0, SR-BI uptake up -30, Rtt109 Vps75 11 and CAL PDZ FP-2 -2.
CC1=NN(c2ccc(S(=O)(=O)O)cc2Cl)C(=O)C1 was read as CAL PDZ FP-1 -3.4, PKA-R2B activ -4, cardiac RTF act 3, LANA DNA inh -0.3, RTF Ca sens inh -4, DAGLB inh -1, Keap1 Nrf2 FP 6, SR-BI uptake up inconclusive, Rtt109 Vps75 3 and CAL PDZ FP-2 1.
Cc1ccc(S(=O)(=O)CCC(=O)c2cccc([N+](=O)[O-])c2)cc1 was read as CAL PDZ FP-1 -8.7, PKA-R2B activ 10, cardiac RTF act 1, LANA DNA inh 1.4, RTF Ca sens inh -11, DAGLB inh 4, Keap1 Nrf2 FP 9, SR-BI uptake up 27, Rtt109 Vps75 active and CAL PDZ FP-2 -7.
COc1ccc(-c2cc(-c3ccccc3)nc(SCC(=O)Nc3ncc(C)s3)c2C#N)cc1 was read as CAL PDZ FP-1 -4.0, PKA-R2B activ -13, cardiac RTF act -2, LANA DNA inh -1.4, RTF Ca sens inh -1, DAGLB inh -2, Keap1 Nrf2 FP -5, SR-BI uptake up -51, Rtt109 Vps75 -5 and CAL PDZ FP-2 -2.
For COc1c(C)cc(C(=O)C2CCCN(C(=O)CCCn3cncn3)C2)cc1C (stereo not drawn) the results were CAL PDZ FP-1 0.0, PKA-R2B activ -10, cardiac RTF act 8, LANA DNA inh -3.0, RTF Ca sens inh 2, DAGLB inh -2, Keap1 Nrf2 FP 0, SR-BI uptake up -12, Rtt109 Vps75 33 and CAL PDZ FP-2 -1.
Screening CCCC1(C(=O)OCC)NC(c2ccco2)C2C(=O)N(C)C(=O)C21 (stereo not drawn) returned CAL PDZ FP-1 -0.2, PKA-R2B activ -2, cardiac RTF act 2, LANA DNA inh 1.1, RTF Ca sens inh 13, DAGLB inh 1, Keap1 Nrf2 FP -1, SR-BI uptake up -14 and Rtt109 Vps75 -8.
For CCCCn1c(CCNC(=O)c2cccs2)nc2ccccc21 the results were CAL PDZ FP-1 -1.6, PKA-R2B activ 6, cardiac RTF act -1, LANA DNA inh -2.5, RTF Ca sens inh -10, DAGLB inh -1, Keap1 Nrf2 FP -1, SR-BI uptake up -4, Rtt109 Vps75 16 and CAL PDZ FP-2 -3.
`Cc1cc(NS(=O)(=O)c2ccc(NC(=O)CCCC(=O)O)cc2)nc(C)n1` gave CAL PDZ FP-1 -0.6, PKA-R2B activ 5, cardiac RTF act -6, LANA DNA inh 2.7, RTF Ca sens inh -2, DAGLB inh 0, Keap1 Nrf2 FP 4, SR-BI uptake up -15, Rtt109 Vps75 -4 and CAL PDZ FP-2 -1.
`CN(Cc1cc(=O)n2ccsc2n1)c1ccccc1` gave CAL PDZ FP-1 -2.1, PKA-R2B activ -6, cardiac RTF act -2, LANA DNA inh -0.4, RTF Ca sens inh 2, DAGLB inh 2, Keap1 Nrf2 FP 0, SR-BI uptake up 14, Rtt109 Vps75 1 and CAL PDZ FP-2 1.
`COCCn1cnc2c1c(=O)n(CC(=O)NC(=O)NC(C)(C)C)c(=O)n2Cc1ccccc1` gave CAL PDZ FP-1 -0.6, PKA-R2B activ 0, cardiac RTF act -1, LANA DNA inh 0.1, RTF Ca sens inh -3, DAGLB inh 0, Keap1 Nrf2 FP -1, SR-BI uptake up 21, Rtt109 Vps75 9 and CAL PDZ FP-2 -2.
